rCAG RNA binder: molecules binding r(CAG) RNA repeats; r(CAG) RNA repeat, TO-PRO-1 dye displacement fluorescence; inhibition, % at 3 µM; 1.3% of 370,000 active; AID 651821;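 active means inhibition above the plate cutoff, the mean of all test compounds on that plate plus 3 SD, cut at about 35% in these data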;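 further: 0% = DMSO alone and 100% = 100 µM mitoxantrone as full dye displacement; higher means more dye released from RNA so lower well fluorescence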
MBD2 inh: blocks human MBD2 binding to methylated DNA; Q9UBB5; AID 686964; TR-FRET, MBD2 binding to methylated oligonucleotide; inhibition, % at 4.4 µM; 0.31% of 370,000 active; in the data active means inhibition above about 13%
NPR2 activator: GC-B (human) receptor activation; P20594; HEK293-GC-B cells, CNP EC30, cGMP TR-FRET; 0% at EC30 CNP, 100% saturating CNP; activation, % at 10 µM; 0.11% of 370,000 active; AID 1920062;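 active means activation at 10 µM reaching about 35% in either raw or pattern-adjusted values, limit read from the data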
Target sequence (P20594 whole entry, looked up): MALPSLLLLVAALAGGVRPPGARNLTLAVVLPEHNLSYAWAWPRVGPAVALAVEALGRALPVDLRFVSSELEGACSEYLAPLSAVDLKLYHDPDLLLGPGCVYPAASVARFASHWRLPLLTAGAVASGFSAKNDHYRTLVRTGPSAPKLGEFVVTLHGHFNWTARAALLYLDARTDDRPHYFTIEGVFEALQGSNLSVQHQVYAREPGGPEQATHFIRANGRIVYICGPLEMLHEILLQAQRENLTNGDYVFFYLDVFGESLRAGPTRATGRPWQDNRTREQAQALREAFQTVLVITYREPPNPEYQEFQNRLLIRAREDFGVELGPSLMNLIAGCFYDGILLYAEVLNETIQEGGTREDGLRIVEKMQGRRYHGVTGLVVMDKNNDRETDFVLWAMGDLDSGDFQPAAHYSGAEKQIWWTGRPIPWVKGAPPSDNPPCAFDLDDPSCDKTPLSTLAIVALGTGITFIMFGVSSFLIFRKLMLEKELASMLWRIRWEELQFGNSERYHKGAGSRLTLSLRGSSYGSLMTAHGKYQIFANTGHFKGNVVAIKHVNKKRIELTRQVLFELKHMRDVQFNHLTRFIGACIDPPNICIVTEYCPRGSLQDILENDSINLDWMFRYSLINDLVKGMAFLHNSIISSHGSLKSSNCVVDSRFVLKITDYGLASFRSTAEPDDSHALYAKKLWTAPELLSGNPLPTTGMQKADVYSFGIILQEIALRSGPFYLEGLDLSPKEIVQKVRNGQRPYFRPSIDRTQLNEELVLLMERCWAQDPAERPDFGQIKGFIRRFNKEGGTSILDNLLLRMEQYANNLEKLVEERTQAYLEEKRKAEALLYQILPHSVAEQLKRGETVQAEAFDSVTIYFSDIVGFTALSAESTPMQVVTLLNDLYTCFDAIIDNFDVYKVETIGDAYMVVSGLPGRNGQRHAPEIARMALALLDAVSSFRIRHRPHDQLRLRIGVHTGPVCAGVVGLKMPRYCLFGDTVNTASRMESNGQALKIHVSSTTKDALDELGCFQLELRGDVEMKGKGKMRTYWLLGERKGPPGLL
mABHD4 FP: inhibits mouse alpha/beta hydrolase domain 4. Q8VD66. purified mABHD4, FP-Rh probe fluorescence polarization. inhibition, % at 8.92 µM. 0.54% of 370,000 active. AID 720543;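 active means inhibition exceeding the mean over every tested compound plus 3 SD, cut at about 30% in these data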;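 further: 0% = plate median of compound wells and 100% = S159A mutant with DMSO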
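Assay system: mouse ABHD4 enzyme, wild type / Also added: fluorescent activity-based probe FP-Rh / Doses: single nominal dose of 8.92 µM, 0.89% DMSO final / Timing: 45 min compound pre-incubation plus 60 min probe step, 25 °C / Signal: FP readout, ex 525 nm / em 598 nm / Control set: S159A mutant/DMSO as 100%, compound-well median as 0%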
TDP2 absorb: TDP2 (human) inhibition, absorbance primary screen. 0.34% of 370,000 active. recombinant TDP2, T5PNP hydrolysis, p-nitrophenol absorbance 415 nm. inhibition, % at 12.8 µM. O95551;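 active means inhibition above the mean of all tested compounds plus 3 SD, set per campaign, cut at about 25% in these data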;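 further: 0% = DMSO with enzyme and 100% = buffer with substrate but no TDP2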
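Assay system: Recombinant human TDP2 | Quantity: 120 nM TDP2 per well | Incubation: 2 h at 37 °C | Signal: Epi absorbance | Evaluation: Percent inhibition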
SIAE inh: blocks human sialic acid acetylesterase | Q9HAT2 | SIAE FP-Rh probe binding, fluorescence polarization | inhibition, % at 9.66 µM | 0.69% of 370,000 active | AID 1053197;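 active means inhibition above a cutoff: mean of compounds within the control limits plus 3 SD of those, cut at about 17% in these data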;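 further: 0% = plate median of compound wells and 100% = probe without SIAE protein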
HTRA1 inh: blocks human HTRA1 serine peptidase; Q92743; recombinant HTRA1, FP-rhodamine activity-based probe, fluorescence polarization; inhibition, % at 5.96 µM; 0.5% of 340,000 active; AID 504803; in the data active means inhibition above about 36%;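 further: 0% = enzyme with DMSO and 100% = wells lacking enzyme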
PRMT1 inh: blocks human protein arginine methyltransferase 1; Q99873; recombinant PRMT1, activity-based probe fluorescence polarization; inhibition, % at 2.79 µM; 1.3% of 370,000 active; AID 652257;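 active means inhibition above about 21% made by adding two undisclosed values, limit read from the data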
TCR CD3 inh: blocks the human TCR-CD3 interaction. AID 651800. 0.37% of 360,000 active. TAMRA-labeled TCR probe fluorescence, biochemical. inhibition, % at 9.4 µM; in the data active means inhibition above about 19%;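 further: recombinant mutant TCR 2C K166C tagged with TAMRA read by polarization; 0% = receptor in buffer alone and 100% = receptor with positive control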
LEDGF integ inh: blocks HIV-1 LEDGF/p75-dependent DNA integration. TR-FRET IN-LEDGF/p75 DNA integration, Eu/Cy5. inhibition, % at 3.7 µM. 0.64% of 370,000 active. AID 743269;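 active means inhibition above the screen-wide mean plus 3 SD, cut at about 13% in these data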;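 further: signal is the Cy5 over europium emission ratio at 671 and 618 nm; 0% = plate median of compound wells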
* hit, by the source's call; x = no result given. This is a subset; the hit share may differ from the screen's.

SMILES | rCAG RNA binder | MBD2 inh | NPR2 activator | mABHD4 FP | TDP2 absorb | SIAE inh | HTRA1 inh | PRMT1 inh | TCR CD3 inh | LEDGF integ inh
Cc1ccc(Nc2nc(N)c([N+](=O)[O-])c(N3CCCC(C)C3)n2)cc1C (centres undefined) | 1 | -3 | -3 | -5 | -1 | 1 | -5 | 1 | 3 | 0
O=C(NCCCN1CCOCC1)c1onc(CSc2ccncc2)c1C(=O)NCCCN1CCOCC1 | -10 | -6 | -3 | -1 | -12 | 4 | 1 | -2 | 5 | -4
N/C(=N\OC(=O)c1ccc([N+](=O)[O-])cc1)c1ccccn1 | -2 | -2 | 0 | -8 | -11 | -1 | -13 | -1 | 2 | 4
COc1ccc(OCC(=O)N/N=C(\C)CC(=O)Nc2ccc(OC)cc2[N+](=O)[O-])cc1 | 1 | -4 | x | -1 | -12 | 1 | 13 | 2 | -5 | 5
C=C(C)CNC(=S)NNC(=O)c1ccco1 | 1 | -3 | 4 | -3 | 3 | 12 | -1 | -2 | -3 | 3
S=C(NCc1ccc(Cl)cc1)NCc1ccccn1 | -2 | 4 | -4 | 0 | -2 | -3 | 0 | 1 | -6 | -5
C[C@@H]1C=CC(=O)O[C@@H]1c1ccc(Cl)cc1 | 0 | -2 | 7 | -4 | -1 | 0 | x | 1 | 2 | 1
O=C(Nn1cnnc1)c1ccc(Br)s1 | 5 | 2 | 0 | -1 | 10 | 2 | -2 | 1 | -1 | 2
COc1cccc(C2CC(c3cccs3)=NN2S(C)(=O)=O)c1 (centres undefined) | 2 | 0 | 4 | -4 | -4 | -5 | -5 | -1 | -2 | -3
CCOC(=O)CSc1ncc(-c2ccccc2)cn1 | -2 | 2 | -7 | -11 | -7 | -9 | -2 | 3 | -4 | -2
CC(=O)Nc1cc[n+](C(C)C(=O)c2ccc(Br)cc2)cc1 (centres undefined) | 0 | -1 | 0 | 3 | 10 | 1 | 5 | -1 | -1 | -5
O=C(OCC(=O)N1CCN(S(=O)(=O)c2ccc(Cl)cc2)CC1)C1CCC1 | -6 | 5 | -1 | 3 | 9 | 0 | -4 | 4 | -2 | -1
CC(/C=C1\SC(=S)N(CCC(=O)Nc2cccc(C(=O)O)c2)C1=O)=C\c1ccccc1 | 37* | 4 | -3 | -23 | 1 | -4 | -191 | -4 | 3 | 1
O=C(CSc1nnc(C2CC2)n1C1CC1)c1cc(F)ccc1F | 4 | -7 | 4 | -4 | -5 | 0 | -1 | -1 | -3 | 3
COc1ccc(NC(=O)CN2CCN(CC(=O)Nc3ccccc3F)CC2)cc1OC | 1 | -1 | 6 | -3 | -7 | -6 | 2 | -1 | 3 | 0
N=c1sccn1CC(=O)Nc1cccc(S(=O)(=O)N2CCCCCC2)c1 | 11 | -1 | -3 | 1 | -9 | 4 | 6 | -2 | 1 | 2
O=C(Nc1ccccc1)N1CCOCC1 | 4 | 5 | 2 | -2 | -6 | -3 | 0 | -1 | 4 | 1
NS(=O)(=O)c1ccc(NC(=O)c2cc(-c3cccs3)nc3ccccc23)cc1 | 12 | 2 | 2 | -18 | 1 | -24 | -14 | 2 | -4 | -3
Cc1ccc(NC(C)c2cc(Cl)ccc2O)cc1 (centres undefined) | 2 | -1 | -12 | -14 | 1 | 11 | -11 | 1 | 6 | 2
O=C(CSc1nnc(COc2ccc(Cl)cc2)o1)N1c2ccccc2CCc2ccccc21 | 11 | 2 | -14 | -6 | 6 | -7 | -28 | 4 | -2 | 3
O=C(O)c1ccc(N2C(=O)CSC2c2cccc([N+](=O)[O-])c2)cc1 (centres undefined) | -1 | 1 | 1 | -5 | -4 | 0 | -2 | 4 | 2 | -1
CCOC(=O)COc1ccc2c(c1)C(=O)CC(C)(C)O2 | -6 | -1 | 4 | 2 | 1 | -4 | -3 | -2 | 3 | -4
CCn1cc(Br)c(C(=O)Nc2ccc(F)c(Cl)c2)n1 | 3 | 4 | 1 | -8 | 3 | 0 | -13 | 2 | -1 | -2
O=C(CCc1nc(-c2ccccc2Cl)no1)NCC1CCCO1 (centres undefined) | -3 | 3 | 0 | -2 | 9 | 2 | 3 | -2 | 3 | 1
O=C(c1cccc2c1-c1ccccc1/C2=N/O)N1CCCCC1 | 4 | -7 | 3 | -16 | -5 | 9 | -9 | -1 | -3 | 2
Cn1nc(C(=O)OCC(=O)Nc2ccc(SC(F)F)cc2)c2ccccc2c1=O | 5 | 0 | 0 | -8 | -6 | -5 | -8 | 10 | 0 | 1
CN(C)C(=O)c1ccc(NC(=O)c2cccc(-n3cnnn3)c2)cc1 | 1 | 1 | 0 | 7 | 0 | -7 | 5 | 2 | -4 | -2
COc1ccc2nc(N3C(=O)/C(=C/c4ccc(Cl)cc4)NC3=S)sc2c1 | 7 | -5 | 3 | -26 | 9 | -13 | 2 | -3 | 6 | 0
CN(Cc1nc2ccccc2c(=O)[nH]1)C(=O)c1cccc(NC(=O)c2cccs2)c1 | 0 | -5 | 2 | 2 | 4 | 0 | -5 | -9 | 0 | 2
CC1(C(=O)NS(=O)(=O)c2cccc(OC(F)F)c2)CCN1C(=O)COc1ccc(Cl)cc1 (centres undefined) | 12 | 0 | 3 | -1 | 8 | -3 | x | -3 | 6 | -2
CCOC(=O)c1cn2nc(Oc3cccc(F)c3)ccc2n1 | -4 | 1 | -7 | 7 | -2 | 7 | 0 | -4 | -1 | 1
COc1ccc(OC)c(C(=O)N/N=C/c2ccccn2)c1 | -5 | -8 | -1 | -2 | 4 | -5 | 5 | -1 | -7 | -2
COc1ccc(N(CC(=O)NCCSCc2ccccc2Cl)S(C)(=O)=O)cc1Cl | -12 | 2 | -1 | -34 | -16 | 1 | 0 | -8 | -36 | 3
O=S(=O)(Nc1cccc(-n2cnnn2)c1)c1cccc(Cl)c1 | 8 | -5 | -1 | -7 | -14 | 0 | -3 | 1 | -5 | 2
O=C(CCN1CCN(c2ccccc2)CC1)N/N=C/c1ccc(O)c(O)c1O | 56* | 8 | -1 | 24 | 15 | 12 | 47* | 23* | 30* | 42*
COc1ccc(-c2cc(CNc3nc(NCc4ccccc4OC)nc4ccsc34)on2)cc1 | 8 | 0 | 2 | 12 | 2 | 5 | x | -1 | -5 | -2
COc1ccccc1N1CCN(C(=O)C(NS(=O)(=O)c2cccs2)c2ccccc2)CC1 (centres undefined) | -2 | -8 | 2 | 8 | 7 | 3 | -4 | -1 | -4 | 1
COC(=O)Cc1c(C)c2ccc(OCC(=O)N(C)C3CCS(=O)(=O)C3)cc2oc1=O (centres undefined) | -2 | -4 | -1 | -2 | -4 | 11 | 0 | -1 | 3 | 3
C#CCOCCOCCOCCNc1nc(N2CCN(C(=O)[C@H](CCCCN)n3cc(CN)nn3)CC2)nc(N2CCN(C(=O)[C@H](CCC(=O)O)n3cc([C@@H](N)CCCCN)nn3)CC2)n1 | 5 | 7 | 11 | -2 | 8 | 5 | 10 | -1 | -1 | -1
O=C(CN1C(=O)S/C(=C\c2ccccc2Cl)C1=O)NCCCn1ccnc1 | 0 | -6 | -1 | 20 | -10 | 3 | -4 | 24* | 2 | -3

Entries of single compounds, looked up by structure.
COc1ccc(-c2cc(CNc3nc(NCc4ccccc4OC)nc4ccsc34)on2)cc1 is listed with rCAG RNA binder = 8; MBD2 inh = 0; NPR2 activator = 2; mABHD4 FP = 12; TDP2 absorb = 2; SIAE inh = 5; HTRA1 inh = x; PRMT1 inh = -1; TCR CD3 inh = -5; LEDGF integ inh = -2
COC(=O)Cc1c(C)c2ccc(OCC(=O)N(C)C3CCS(=O)(=O)C3)cc2oc1=O (centres undefined) is listed with rCAG RNA binder = -2; MBD2 inh = -4; NPR2 activator = -1; mABHD4 FP = -2; TDP2 absorb = -4; SIAE inh = 11; HTRA1 inh = 0; PRMT1 inh = -1; TCR CD3 inh = 3; LEDGF integ inh = 3

Later entries:
SMILES | rCAG RNA binder | MBD2 inh | NPR2 activator | mABHD4 FP | TDP2 absorb | SIAE inh | HTRA1 inh | PRMT1 inh | TCR CD3 inh | LEDGF integ inh
C[C@@H]1CN([C@@H](C)CO)C(=O)c2cccc(NC(=O)C3CCOCC3)c2O[C@H]1CN(C)S(=O)(=O)c1ccc(Cl)cc1 | -10 | -2 | 5 | 2 | -1 | -1 | 6 | -2 | -3 | 4
CC(=O)Nc1ccccc1-c1nnn(CC(=O)Nc2ccc3c(c2)OCCO3)n1 | 4 | -2 | 0 | 1 | 5 | 3 | 0 | -3 | 10 | 2
CCOC(=O)c1c(NC(=O)CCN2CCOCC2)sc2c1CC(C)(C)OC2 | -5 | 7 | 3 | -5 | -8 | 1 | -2 | 0 | -1 | 1
COc1c(C(=O)NNC(=O)c2ccccc2Cl)csc1Br | -1 | 11 | 4 | 0 | 3 | -9 | -1 | 2 | -4 | -4
COc1cccc(C(=O)NNC(=O)C(=O)Nc2ccc(C)cc2)c1 | 1 | -2 | -5 | 1 | -4 | -3 | 6 | 0 | 3 | -3
N#Cc1nnn(-c2cc(Cl)cc(Cl)c2)c1N | 1 | 1 | -2 | 1 | 10 | 2 | 1 | -1 | -9 | 1
OCCC1CN(C/C(Cl)=C/c2ccccc2)CCN1C1CCCC1 (centres undefined) | -6 | -7 | -2 | 2 | 4 | -5 | -8 | -2 | 6 | 2
COc1ccc(CC(=O)NCc2nnc(SCc3ccc(C)cc3)n2C)cc1 | 0 | 1 | 2 | -1 | 2 | 1 | 2 | 0 | 2 | 4
O=C(CSc1nnc(CNc2ccc(F)cc2)n1Cc1ccco1)N1CCOCC1 | -2 | 4 | 2 | 3 | -2 | 0 | -7 | 1 | -7 | 1
Cc1ccc(C(=O)N/C(=C\c2ccc(-c3ccccc3[N+](=O)[O-])o2)C(=O)NCCCN2CCOCC2)cc1 | 13 | -3 | -11 | 5 | 10 | 6 | 10 | -2 | -3 | 4
O=C(Nc1ccccc1Cl)Nc1cccc2cccnc12 | 6 | 3 | -5 | -21 | 12 | -3 | -25 | 4 | -9 | -3
COc1ccc(C(=O)Nc2ccc3c(c2)nc(CCNC(C)=O)n3C)cc1 | -5 | -1 | 4 | 5 | -5 | 9 | 1 | -3 | 3 | 1
CC(C)OC(=O)c1ccc(COC(=O)CNC(=O)c2ccco2)cc1 | -5 | 1 | 2 | -6 | -16 | 3 | -1 | -5 | 1 | 5
Cc1cccc(CC2(O)C(=O)Nc3ccccc32)n1 (centres undefined) | 1 | 0 | 7 | 4 | 1 | 1 | 7 | 4 | -4 | -5
COc1ccc(NC(=O)c2cc3ccccc3oc2=O)cc1 | 0 | 10 | 3 | -8 | 0 | 1 | 0 | 7 | -5 | -6
O=C(Cc1c(O)c2ccccc2[nH]c1=O)NC1CCCCCC1 | 0 | -1 | 6 | 2 | -3 | -1 | 4 | -6 | -3 | -1
CC(C)n1cc(CN2CCC(Oc3ccc(C(=O)N4CCCCC4)cc3)CC2)cn1 | -10 | 0 | 3 | 5 | 8 | 6 | -1 | 0 | 12 | 1
S=C(NC1CCCCC1)N1CCn2cccc2C1c1cccnc1 (centres undefined) | -1 | -3 | 3 | 3 | 4 | 1 | 2 | -1 | -3 | 0

Bioassay records: PubChem, several laboratories
